# LDHA inh – qHTS assay for inhibitors of human lactate dehydrogenase; activity change, % (values are at about 110 or 230 µM); actives 0.15% (n = 480,000); purified LDHA, NADH/diaphorase-resazurin fluorescence; stronger effect = lower value; L-lactate dehydrogenase A chain (Homo sapiens), P00338; in the data active means activity change below about -30%; inconclusive means mostly about -25% to -30%;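 further: plate controls were DMSO wells for no effect and wells without enzyme for full effect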
#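 Remaining NADH was detected by diaphorase (0.133 mg/mL) converting 37 µM resazurin to fluorescent resorufin, read at 0 and 20 minutes. The preceding 5-minute room-temperature reaction used 2 nM LDHA, 0.2 mM sodium pyruvate and 0.06 mM NADH at pH 7.4.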
# * marks the source's active call; other numbers are inactive results; ? = inconclusive. This is a subset; count on the stated rates, not on these rows.
SMILES,LDHA inh
CCOC(=O)C(N)c1c(C)nn(-c2cccc(C(F)(F)F)c2)c1C (stereo not drawn),8
Cc1ccc(C2=C(O)C(=O)N(Cc3ccccc3)C2c2cccc(F)c2)cc1 (stereo not drawn),-2
O=C(O)C1CCN(c2ncc(-c3ccc4c(c3)OCCCO4)s2)CC1,4
O=C1CC(c2c[nH]c3ccccc23)C(=O)N1c1cccc(Br)c1 (stereo not drawn),-2
c1ccc(CCCOCC2CCNCC2)cc1,-2
Cc1ccc(CN(C)C(=O)c2cc3ccc(OC(F)(F)F)cc3[nH]2)o1,1
CC(=O)NCCCNC(=O)c1cc2ccccc2[nH]1,12
CCC(NC(=O)c1ccc(OC)c(OC)c1)c1cccs1 (stereo not drawn),11
Cc1oc(-c2nc(C#N)c(N3CCCC3)o2)cc1S(=O)(=O)N(C)C,2
CCCn1c(=O)[nH]c(=O)c2c1nc(-c1ccc(OC)cc1)n2CCOC,-5
CCCCN(C)C(=O)c1ccc2nc(C)c(C)nc2c1,2
Cc1cc(=O)oc2cc(OCC(=O)NCc3ccccc3)ccc12,-11
CCN1CCN(c2ncc(C(=O)OC)c3ccccc23)CC1,-6
CCN1CCN(c2nc3ccccc3nc2C(C#N)S(=O)(=O)c2ccccc2)CC1 (stereo not drawn),-2
O=C(O)c1ccc(-c2ccc(CO)o2)cc1,-3
O=C(NCc1ccccn1)c1ccc2c(c1)-c1ccccc1C2,6
CC(C)N(C(=O)COc1ncnc2ccc(Br)cc12)c1ccccc1,-6
Cc1cc(C(=O)NC2CCN(C(=O)C3CC3)CC2)c2ccccc2n1,-15
CCOC(=O)[C@]12CCC=C1N(Cc1ccccc1)C(=O)[C@H](CC(=O)NCc1cccc(C(F)(F)F)c1)C2,3
CCn1c(N2CCN(Cc3ccc(Cl)cc3Cl)CC2)nc2c1c(=O)[nH]c(=O)n2C,-9
O=C(Cc1ccc2ccccc2c1)Nc1nccs1,8
Cc1nc2ccc(C)c(C)c2s1,1
Cc1nnc(NC(=O)CCc2ccc(-c3ccccc3)o2)s1,-4
COc1cccc(NC(=O)CCc2c(C)c3ccc(OC)c(C)c3oc2=O)c1,14
O=C(CC1(C(=O)O)CCCCCC1)Nc1cccc(CO)c1,-1

# Additional records.
SMILES,LDHA inh
COc1ccc(CCNC(=O)CN(c2ccc(Br)cc2)S(C)(=O)=O)cc1OC,-11
COc1cccc(-c2nc(C#N)c(N3CCN(C(=O)c4ccccc4)CC3)o2)c1,-4
CCOc1ccc(NC(=O)COC(=O)COc2ccc(C3SCCCS3)cc2)cc1OCC,11
Cc1cc(NC(=O)CCn2cnc3c2c(=O)n(C)c(=O)n3C)ccc1Br,6
COc1ccccc1-c1cc(NC(=O)CCOC(C)C)n[nH]1,2
Cc1ccc(-c2cnc(CCC(=O)NC(C)c3ccco3)o2)cc1 (stereo not drawn),2
COc1cc(C2CC(=O)Nc3nc(-c4ccccc4)[nH]c(=O)c32)ccc1OCc1ccc(F)cc1 (stereo not drawn),2
Cc1nn(-c2ccc(Cl)nn2)c2c1C(c1ccc(C(=O)O)cc1)CC(=O)N2 (stereo not drawn),3
CCCCn1nnc(NC(=O)COc2ccc(C(C)(C)C)cc2)n1,?
CCN(CC)S(=O)(=O)c1ccc(=O)n(Cc2noc(CC(C)C)n2)c1,3
Cc1oc(-c2ccccc2)nc1CC(=O)Nc1ccccc1-c1ccccc1,-5
O=C1/C(=C/c2ccccc2Br)Cc2ccccc21,0
O=C(/C=C/C(=O)OCCCc1ccccc1)OCCCc1ccccc1,2
COc1ccc(-c2nc3ccccc3c(=O)n2Cc2ccco2)cc1COc1ccc(NC(C)=O)cc1,3
CN(C)CCCNc1oc(-c2ccco2)nc1S(=O)(=O)c1ccc2c(c1)OCCO2,2
CCCCC(CC)C(=O)Nc1ccccc1Br (stereo not drawn),2
CCC(CC)NCc1cccc(Oc2ccccc2)c1,8
NC(=O)c1ccc(NC(=O)c2ccccc2CSc2nc3ccccc3o2)cc1,0
CCNc1cc(C(=O)N2CCOCC2)c2ccccc2n1,2
COc1cc(OC)c2c(C)c(CC(=O)NCC3(N4CCN(C)CC4)CCCCC3)c(=O)oc2c1,9
O=C(NCCN1CCC(n2c(=O)[nH]c3ccccc32)CC1)c1cccc(F)c1,2
COCC(=O)N1N=C(c2cccs2)CC1c1ccc2nccnc2c1 (stereo not drawn),3
COC(=O)c1ccc(OC(=O)COc2ccc3oc4c(c3c2)CCCC4)c(OC)c1,6
Cc1nc2cc(NC(C)c3nc(C(C)C)no3)ccc2o1 (stereo not drawn),78
COc1cc(C(=O)OCCOc2ccc(F)cc2)cc(OC)c1OC,-22

# The final 6 records of the section before lead into the next.
SMILES,LDHA inh
COc1cc(OC)c2c(C)c(CC(=O)NCC3(N4CCN(C)CC4)CCCCC3)c(=O)oc2c1,9
O=C(NCCN1CCC(n2c(=O)[nH]c3ccccc32)CC1)c1cccc(F)c1,2
COCC(=O)N1N=C(c2cccs2)CC1c1ccc2nccnc2c1 (stereo not drawn),3
COC(=O)c1ccc(OC(=O)COc2ccc3oc4c(c3c2)CCCC4)c(OC)c1,6
Cc1nc2cc(NC(C)c3nc(C(C)C)no3)ccc2o1 (stereo not drawn),78
COc1cc(C(=O)OCCOc2ccc(F)cc2)cc(OC)c1OC,-22
O=C(OCC(=O)N(Cc1ccccc1)Cc1ccccc1)c1ccc2ccccc2n1,-37*
Cc1ccc(S(=O)(=O)C(CC(=O)c2ccccc2)C(=O)c2ccc(Cl)cc2)cc1 (stereo not drawn),4
Cc1nn(-c2ccc(F)cc2)c(-n2cccc2)c1C(=O)NCCN1CCCCC1C (stereo not drawn),9
COC(=O)[C@@]12C[C@@H](CC(=O)NCCCCc3ccccc3)C(=O)N(Cc3ccc4c(c3)OCO4)C1=CCC(C)(C)C2,2
Cc1c(C)n(CCN(C)C)c2ncn3nc(COc4ccc(Cl)cc4)nc3c12,1
Cc1ccc(C2=[N+]([O-])C(C)(C)C(c3ccc(C)cc3)=[N+]([O-])C2(C)C)cc1,2
COc1ccc(NC(=O)CCc2c[nH]c3ccccc23)cc1OC,0
O=C1NC[C@H](Cc2ccc(O)cc2)N(C[C@@H]2CCCN2C[C@H](Cc2ccccc2)N2C[C@H](Cc3ccccc3)N(CC3CCCCCC3)C(=O)C2=O)C1=O,-5
Cc1ccsc1CNc1ncnc2ccc(-c3ccc4c(c3)OCO4)cc12,-1
Cc1ccc(-c2cn3ccccc3n2)c(C)c1,6
COc1ccc(-c2cc3c(=O)[nH]nc(SCC(=O)N4CCCCC4)n3n2)cc1OC,3
CCCc1cc(=O)oc2cc(OCC(=O)NC3CCCC3)ccc12,-1
CC(=O)c1cccc(OCc2coc(-c3cccc(Cl)c3)n2)c1,2
Cc1cc(Nc2cccc(Cl)c2)nc2ccc(NC(=O)C3CCCCC3)cc12,?
COC(=O)c1ccc(C(=O)NCC2(c3ccccc3)CC2)cc1,4
Cc1[nH]c2ccccc2c1C(=O)C(C#N)C(=O)C1CC=CCC1 (stereo not drawn),-4
CCOC(=O)C1(C(C)=O)CC(C(=O)c2ccccc2)C(c2ccccc2)C(C(=O)c2ccccc2)C1 (stereo not drawn),2
Cc1cc(Br)ccc1NC(=O)c1nc2ccccc2nc1N1CCCCC1,-3
CCCNC(=O)c1cccc(NC(=O)CCc2ccccc2)c1,-1
CCCCN(CC)CC(=O)Nc1cccc2ncccc12,29
COc1ccccc1CNC(=O)c1ccc(C(C)(C)C)cc1,-13
Oc1ccccc1-c1ccnc2cc(-c3ccccc3)nn12,-6
C=C(C)CNC(=S)N/N=C/c1cccc(C(F)(F)F)c1,-2
NC(=O)c1ccc(CNc2cnc3ccccc3n2)cc1,2
CCN1CCN(c2cc(C)c3cc(NC(=O)CC4CCCCC4)ccc3n2)CC1,0

# The results go on.
SMILES,LDHA inh
COc1ccc(Nc2nc(-c3ccc(C)cc3)cs2)cc1,-4
N#CC1=C(N)OC2=C(C(=O)CCC2)C1c1ccc(-c2ccccc2)cc1 (stereo not drawn),-3
Cc1cc(COc2ccc(S(=O)(=O)c3ccccc3)cc2)on1,-13
O=C(/C=C/c1ccccc1Cl)Nc1ccccc1-c1ccccc1,-2
COc1ccc(N2CC(NC(=O)c3c(F)cccc3F)CC2=O)cc1 (stereo not drawn),0
COc1ccc(C(=O)Nc2ccc(NS(=O)(=O)c3ccc4c(c3)OCCCO4)cc2)cc1,-5
O=C(CSc1nnc2ccccn12)N1CCN(Cc2cccc(Cl)c2)CC1,-2
CCCN(Cc1cc2cc(C)ccc2[nH]c1=O)C(=O)c1cccnc1,8
Cc1ccc(C)c(NC(=O)CSc2ncnc3ccccc23)c1,-4
CN(C)CCCNC(N)=O,1
CN1CCC(N(C)C(=O)c2ccc(C(F)(F)F)cc2)CC1,0
CCOC(=O)C1=C(C)Nc2nc(SCc3ccccc3C)nn2C1c1cccs1 (stereo not drawn),-1
CCCn1c(N2CCN(CCc3ccccc3)CC2)nc2c1c(=O)[nH]c(=O)n2C,-11
Cc1ccc(N(C(=O)c2ccc(C(C)(C)C)cc2)C2C=CS(=O)(=O)C2)cc1 (stereo not drawn),0
O=Cc1cccn1-c1ccc(Br)cc1,1
COc1ccc(C(=O)Nc2ccc(CCc3nc4ccc(C)cc4[nH]3)cc2)c(OC)c1,0
O=C(CSc1nnnn1-c1ccccc1)c1ccc(Cl)s1,10
O=C(/C=C/c1ccco1)N(Cc1cccs1)C1CC1,3
COc1cc(/C=C(\C#N)c2nc3cc(C)c(C)cc3[nH]2)ccc1OCc1ccccc1,7
Cc1ccc(NC(NC(=O)c2ccco2)C(=O)c2ccccc2)cc1 (stereo not drawn),8
Cc1cc(C)cc(S(=O)(=O)n2cc3c(=O)n(C)c(=O)n(C)c3n2)c1,-7
O=C(Nc1ccc2oc(-c3cccnc3)nc2c1)c1cc([N+](=O)[O-])ccc1Cl,1
Cc1nc2sc3c(c2c2nc(C(=O)NCCN(C)C)nn12)CCCC3,16
CS(=O)(=O)c1ccccc1C(=O)OCc1cccc(F)c1F,3
C[N+](C)(C)CC(C[N+](C)(C)C)OCc1ccccc1,-12

# Further entries
SMILES,LDHA inh
COc1ccc(C(=O)/C(=C\c2cccc(Cl)c2)c2nc3ccccc3o2)cc1,4
C=CCOc1cccc(NC(=O)c2ccncc2)c1,-10
N#CC(C(=O)Nc1ccccc1)C(=O)c1ccccc1Cl (stereo not drawn),1
COc1cc(C2C(C#N)=C(N)Oc3n[nH]c(-c4ccccc4)c32)cc(OC)c1OC (stereo not drawn),-3
O=C(/C=C/N(C1CCCCC1)C1CCCCC1)C(F)(F)F,3
C=C(C)COc1ccc2c(=O)c(Oc3ccc(C(=O)OC)cc3)c(C)oc2c1,8
COc1ccc(/C=N/OCc2ccc(Cl)c(Cl)c2)c(OC)c1,14
CCC(CC)NC(=O)/C=C/c1csc(C)n1,-19
CCOc1ccc(N)cc1OCC,4
O=C(CSc1nc2ccccc2o1)N1CCN(CC(=O)N2CCCC2)CC1,5
CC(C)CCn1c(SCC(=O)Nc2ccccc2)nc2c1c(=O)[nH]c(=O)n2C,3
CN(C)C(CNC(=O)CCc1ncc(-c2ccccc2)o1)c1cccc(F)c1 (stereo not drawn),14
Cc1cc(/C=C(\C#N)c2nc3ccccc3s2)cc2c1OC(C)C2 (stereo not drawn),-1
Cc1ccc(S(=O)(=O)NCC(c2ccsc2)N(C)C)cc1 (stereo not drawn),0
COc1cccc2cc(C(=O)NCCOc3cccc(C)c3)c(=O)oc12,7
COc1ccc(CN(Cc2cc(=O)oc3cc(C)c(C)cc23)C2CC2)cc1,8
CC(C)(CNC(=O)NCc1nc2ccccc2s1)N1CCOCC1,-5
CC(Sc1nc2ccc(F)cc2c(=O)[nH]1)C(=O)NC1CCCC1 (stereo not drawn),9
Cc1ccc(S(=O)(=O)N2C3CCCCC3O[C@H]2CC(=O)c2ccc(F)cc2)cc1 (stereo partly drawn),6
O=S(=O)(NCCc1coc(-c2ccccc2)n1)c1ccc2ccccc2c1,3
c1ccc(-c2ccc(CNCc3ccncc3)o2)cc1,4
Cc1ccc(N(C(=O)c2ccc(C(C)(C)C)cc2)C2C=CS(=O)(=O)C2)cc1Cl (stereo not drawn),-6
CCCn1c(=O)n(CC(=O)NCc2nnc3n2CCC3)c2ccccc21,-1
CCCCn1c(=O)[nH]c(=O)c2c1ncn2CCC(C)C,10
O=C(c1cc2ccccc2oc1=O)N1CCSC1c1ccccc1 (stereo not drawn),-9
COc1cc(/C=N/O)ccc1OCC(=O)NN,0

# 7 of the compounds above, with values ahead of the structure.
LDHA inh | SMILES
3 | O=S(=O)(NCCc1coc(-c2ccccc2)n1)c1ccc2ccccc2c1
4 | c1ccc(-c2ccc(CNCc3ccncc3)o2)cc1
-6 | Cc1ccc(N(C(=O)c2ccc(C(C)(C)C)cc2)C2C=CS(=O)(=O)C2)cc1Cl (stereo not drawn)
-1 | CCCn1c(=O)n(CC(=O)NCc2nnc3n2CCC3)c2ccccc21
10 | CCCCn1c(=O)[nH]c(=O)c2c1ncn2CCC(C)C
-9 | O=C(c1cc2ccccc2oc1=O)N1CCSC1c1ccccc1 (stereo not drawn)
0 | COc1cc(/C=N/O)ccc1OCC(=O)NN

# Screening data deposited in PubChem by National Center for Advancing Translational Sciences (NCATS).
